HIF act: HIF pathway transcriptional activators, primary screen, cell-based, U2OS HRE-luciferase, luminescence | U2OS HRE-luciferase reporter; normalized: DMSO 0%, desferrioxamine 100% | activation, % at 7.5 µM (by protocol) | 300,000 tested, 0.32% active | AID 1910, 2009;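 active = mean activation of at least 10% of the iron chelator positive control signal, with at least half of replicates also reaching 10%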
IEC-6 cytotox: cytotoxicity in IEC-6 intestinal epithelial cells, primary screen, cytotoxicity control for KLF5 inhibitor project, cell-based, luminescence; IEC-6 cytotoxicity, luminescence viability; AID 1825, 2009; inhibition, % at 5 µM; 290,000 tested, 0.78% active; in the data active = inhibition above about 22%;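 note: 0% = plate median of test compound wells and 100% = cytotoxic reference compound wells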
TRPC4 potent: positive allosteric modulators of TRPC4, primary screen, cell-based, mouse TRPC4beta, HEK293 mu-opioid, Fluo-4 calcium | DAMGO EC20, Fluo-4 Ca2+ flux; active compounds read high | B-score at 10 µM | 310,000 tested, 0.42% active;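 active = B-score of calcium response area above 5 SD of library B-scores, with initial fluorescence ratio within 5 SD of library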;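 note: B-score of integrated fluorescence ratio over time as area under calcium response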
TRPC6 activator: mouse TRPC6 channel activators, primary screen, cell-based, HEK293, membrane potential dye; Short transient receptor potential channel 6 (Mus musculus), Q61143; HEK293-TRPC6 membrane potential dye fluorescence; active compounds read high; B-score at 10 µM; 310,000 tested, 0.13% active;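 active = B-score of the integrated fluorescence ratio above library mean plus 3 SD, and starting fluorescence ratio within library mean plus 5 SD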;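 note: higher score means more depolarization so channel activation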
aSyn UTR inh: MLPCN primary screen, SNCA 5' untranslated region. inhibition, % (tested at 7.5 µM). alpha-synuclein 5'UTR reporter, inhibitor activity. AID 1813, 2009. 300,000 tested, 0.82% active; in the data active = inhibition above about 60%;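 note: H4 neuroglioblastoma cells stably carrying SNCA 5'UTR luciferase fusion; 0% = DMSO wells and 100% = positive control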
TRPC6 inhibitor: mouse TRPC6 channel inhibitors, primary screen, cell-based, HEK293, membrane potential dye | ACh-evoked depolarization; active compounds read low | AID 2553, 2010 | B-score at 10 µM | Short transient receptor potential channel 6 (Mus musculus), Q61143 | 310,000 tested, 1.1% active;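 active = B-score under library mean minus 3 SD, initial fluorescence not abnormally high, positive integrated signal ratio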;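 note: B-score derived from integrated fluorescence ratio over the kinetic read; more negative B-score means stronger inhibition of depolarization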
MrgX1 antagonist: antagonists of human MrgX1 receptor, primary screen, HEK293 cells, Fluo-4 calcium flux; B-score at 10 µM; Mas-related G-protein coupled receptor member X1 (Homo sapiens), Q96LB2; 310,000 tested, 1.3% active; BAM8-22 antagonism; active compounds read low;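 active = calcium-response B-score plate-corrected more than 3 library SD below zero, starting fluorescence within 5 deviations, no agonist response on first addition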;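 note: peak minus trough fluorescence over baseline after final BAM8-22 challenge near maximal dose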
Target sequence (Q96LB2 whole entry, looked up): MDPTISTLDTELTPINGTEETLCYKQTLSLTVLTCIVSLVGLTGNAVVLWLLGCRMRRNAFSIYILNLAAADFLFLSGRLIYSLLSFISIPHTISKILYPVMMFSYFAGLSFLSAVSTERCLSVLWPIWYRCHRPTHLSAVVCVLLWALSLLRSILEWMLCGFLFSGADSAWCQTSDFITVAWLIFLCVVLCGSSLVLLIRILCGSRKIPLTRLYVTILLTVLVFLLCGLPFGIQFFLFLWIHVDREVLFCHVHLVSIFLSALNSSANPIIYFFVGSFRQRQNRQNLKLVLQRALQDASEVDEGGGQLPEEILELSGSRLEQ
TRPC4 inh: inhibitors of mouse TRPC4 channel, primary screen, Fluo4 calcium, HEK293 TRPC4beta/mu-opioid cells; Short transient receptor potential channel 4 (Mus musculus), Q9QUQ5; DAMGO-evoked Fluo4 calcium flux; active compounds read low; B-score at 10 µM; 300,000 tested, 0.39% active; AID 2247, 2010;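 active = B-score over 3 SD under the library average, no early fluorescence shift, positive overall ratio signal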
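test system = HEK293 cells with stable TRPC4beta plus mu-opioid receptor expression | detection = Fluo4 Ca2+ flux fluorescence | read-out = integrated fluorescence ratio relative to baseline, converted to per-well B score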
KLF5 inh: KLF5 expression inhibitors, primary screen, DLD-1 cells, luminescence; 290,000 tested, 0.23% active; DLD-1 KLF5 promoter-luciferase reporter; inhibition, % at 5 µM;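 active = inhibition above a per-plate limit of that plate's mean compound inhibition plus 3 SD, cut at about 60% in these data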;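 note: 0% = DMSO wells and 100% = LY294002 at 200 µM; higher means less KLF5 promoter-driven luciferase light; inactives centre near -14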
SKKanGAS inh: S. pyogenes SKKanGAS growth inhibitors in kanamycin, primary screen, streptokinase expression inhibitor project, SKKanGAS strain, BacTiter-Glo luminescence; 6 h; 300,000 tested, 1.3% active; inhibition, % at 7.5 µM;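 active = mean replicate score, as percent of positive control median, at least 50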;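 note: strain carries kanamycin resistance gene driven by streptokinase promoter and grows in 40 µg/ml kanamycin; loss of luminescence reflects streptokinase promoter inhibition or plain growth inhibition; 0% = median of DMSO wells and 100% = positive control at its reference dose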
TRPC4 agonist: activators of mouse TRPC4 channel, primary screen, Fluo4 calcium, HEK293 TRPC4beta/mu-opioid cells; Short transient receptor potential channel 4 (Mus musculus), Q9QUQ5; Fluo4 calcium fluorescence; active compounds read high; B-score at 10 µM; 310,000 tested, 0.49% active; AID 2237, 2010;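 active = B-score above 5 SD of library B-scores, and initial fluorescence ratio not above library mean plus 5 SD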;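 note: positive B-score marks a calcium rise read as TRPC4 activation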
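System: HEK293 cells stably co-expressing mouse TRPC4beta and mu-opioid receptor; Schedule: Fluo4 dye loading 45 min at room temperature, 110 s recording; Detection: Fluo4 fluorescence, kinetic; Evaluation: B-scored integrated calcium fluorescence ratio; Controls: buffer (low) and maximal DAMGO (high).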
* = called active by the depositor; i = inactive; nt = no result given.

SMILES | HIF act | IEC-6 cytotox | TRPC4 potent | TRPC6 activator | aSyn UTR inh | TRPC6 inhibitor | MrgX1 antagonist | TRPC4 inh | KLF5 inh | SKKanGAS inh | TRPC4 agonist
O=P(CCC(F)(F)F)(CCC(F)(F)F)CCC(F)(F)F | 0.7 | -1.3 | i | i | 11.3 | i | i | i | -32.7 | -1.0 | i
CCCCCN(C(=O)CCC(=O)OCC(=O)Nc1cccc(CC)c1)c1c(N)n(CCCC)c(=O)[nH]c1=O | -0.3 | nt | i | i | 24.7 | i | i | i | nt | -4.4 | i
COc1ccc(NC(=O)Cc2ccccc2)cc1 | 2.0 | -4.5 | i | i | -100.9 | i | i | i | -53.0 | -4.8 | i
Cn1nnc2sc3c(c2c1=O)CCCC3 | -0.2 | 1.7 | i | i | 20.6 | i | i | i | -13.8 | -6.9 | i
Cc1ccc(NC(=O)c2cccnc2C(=O)O)nc1 | 0.1 | -4.1 | i | i | -16.1 | i | i | i | -12.7 | 1.4 | i
Cc1cc(/C=C2\C(=N)N3N=C(S(C)(=O)=O)SC3=NC2=O)c(C)n1Cc1ccccc1 | -0.2 | -6.6 | i | i | 4.9 | i | i | i | 3.8 | 53.6* | i
CCOC(=O)N1CCN(Cc2nc(N)nc(Nc3ccc(OCC)cc3)n2)CC1 | 0.0 | -4.1 | i | i | -12.1 | i | i | i | -11.7 | -3.9 | i
CCCNc1c(NC(=O)COc2ccc(Cl)cc2)c(=O)oc2ccccc12 | 0.1 | -8.8 | i | i | -12.1 | i | i | i | -20.3 | -0.2 | i
CCN1C(=NCCc2cccs2)N[C@@H](c2cccs2)C(C(=O)OC)=C1C | -0.5 | 3.0 | i | i | -3.2 | i | i | i | -1.6 | 2.1 | i
CCCc1nc2nc(C)c(NS(=O)(=O)c3ccc(F)cc3)c(=O)n2[nH]1 | 0.2 | 0.4 | i | i | -28.2 | i | i | i | -8.4 | 5.2 | i
CC1CCCCN1C(=O)CSc1nc2ccsc2c(=O)n1Cc1ccccn1 (stereo not drawn) | 1.2 | -1.0 | i | i | -119.5 | i | i | nt | -83.5 | -2.6 | i
COc1ccc(NC(=O)c2c(N)no[n+]2[O-])cc1 | 1.7 | 32.7* | i | i | 12.2 | i | i | i | 15.1 | -2.2 | i
COc1cccc(-c2nc(CS(=O)(=O)CC(=O)Nc3c(C)cccc3C)c(C)o2)c1 | -0.2 | -6.5 | i | i | 2.3 | i | i | i | -25.9 | 0.4 | i
COc1ccc(-n2c(SCC(=O)NCC3CCCO3)nc3c(c2=O)SCC3)cc1OC (stereo not drawn) | -0.4 | 2.6 | i | i | 18.6 | i | i | i | -6.1 | 0.5 | i
CC1(C)CC(=O)C2=C(C1)OC(N)=C(C#N)C21CCN(C(=O)OCc2ccccc2)CC1 | -0.2 | 5.3 | i | i | -26.8 | i | i | i | 12.9 | 1.7 | i
N#Cc1c(C(F)(F)F)cc(-c2ccccc2)[nH]c1=O | -0.3 | -2.3 | i | i | 26.0 | i | i | i | -6.0 | 5.2 | i
O=[N+]([O-])c1cccc(-c2noc(-c3ccco3)n2)c1 | 2.7 | 4.0 | i | i | -95.8 | i | i | i | -36.9 | 7.4 | i
COc1cccc(NC(=O)Cn2nnc(C(=O)NCc3ccc4c(c3)OCO4)c2N)c1 | -0.4 | 2.7 | i | i | 10.4 | i | i | i | -2.5 | -3.6 | i
COc1ccc(S(=O)(=O)NNC(=O)C2Cc3c(ccc4ccccc34)O2)cc1 (stereo not drawn) | 1.4 | -1.7 | i | i | -4.7 | i | i | i | 13.7 | -4.1 | i
O=C(CCc1ccccc1)NC(NC(=S)Nc1cccc(Cl)c1)C(Cl)(Cl)Cl (stereo not drawn) | -0.4 | 1.6 | i | i | -12.9 | i | i | i | 6.0 | 34.0 | i
CC1(C)CC(=O)c2c(O)cc(OCc3ccc(Br)cc3)cc2O1 | 3.0 | 5.9 | i | i | -165.3 | i | i | i | -64.3 | 10.1 | i
CCc1ccc(OCCCC(=O)Nc2nnc(C3CCCO3)s2)cc1 (stereo not drawn) | 0.5 | -0.3 | i | i | 15.8 | i | i | i | 9.7 | 0.9 | i
Cc1cc(C(=O)NCCC2=CCCCC2)ccc1[N+](=O)[O-] | 1.3 | -11.6 | i | i | -121.1 | i | i | i | -63.4 | -2.5 | i
CN=c1scc(-c2cccs2)n1/N=C/c1ccccc1O | -1.6 | -13.2 | i | i | 103.3* | i | i | i | 108.1* | 2.0 | i
Cc1ccc(N2C(N)=C(C#N)C(c3ccsc3)C3=C2CC(C)(C)CC3=O)cc1 (stereo not drawn) | 0.1 | -2.2 | i | i | -0.6 | i | i | i | 16.4 | -2.8 | i
O=C(N/N=C/c1ccncc1)C1CC1(c1ccccc1)c1ccccc1 (stereo not drawn) | -0.3 | -5.0 | i | i | 4.2 | i | i | i | -7.3 | -1.4 | i
CC1=N/C(=C\c2ccc([N+](=O)[O-])cc2)C(=O)N1c1ccc(F)cc1F | -0.9 | -7.3 | i | i | -5.2 | i | i | i | -10.2 | -4.0 | i
Cc1ccc(C2CC(c3cccc(NS(C)(=O)=O)c3)=NN2S(C)(=O)=O)cc1 (stereo not drawn) | 0.8 | 3.0 | i | i | -70.6 | i | i | i | -53.4 | 9.8 | i
O=C(Nc1sc2c(c1CN1CCOCC1)CCC2)c1ccc(F)cc1 | 0.8 | -13.1 | i | i | -41.0 | i | i | i | -7.7 | 0.4 | i
CCn1cc(C(=O)NCC2CCCO2)c(=O)c2cc(S(=O)(=O)N(C)C3CCCCC3)ccc21 (stereo not drawn) | -0.1 | 4.8 | i | i | 16.4 | i | i | i | -5.5 | -8.7 | i
COc1ccc(S(=O)(=O)Nc2nc3c(s2)C(=O)CC(C)(C)C3)cc1 | -0.8 | 0.3 | i | i | -5.0 | i | i | i | -24.8 | 0.8 | i
CC(C)(C)c1csc(NNC(=O)c2ccc(Br)cc2)n1 | 11.5* | 11.6 | i | i | 23.2 | i | i | i | -43.0 | 61.1* | i
O=C(NCc1ccc2c(c1)OCO2)C1CCN(S(=O)(=O)c2ccc(F)cc2)CC1 | -0.1 | -0.6 | i | i | 10.3 | i | i | i | -30.6 | -4.9 | i
CC(C)c1[nH]c(=O)c(C#N)c2c1COC(C)(C)C2 | -0.3 | -1.0 | i | i | 13.9 | i | i | i | -5.1 | -0.6 | i
Cc1ccc(S(=O)(=O)N2CCN(c3ncnc4sccc34)CC2)cc1 | 0.4 | 12.4 | i | i | 6.3 | i | i | i | -2.5 | -5.8 | i
Cc1ccc(/C=C2\CCOC2=O)cc1 | 0.7 | -7.7 | i | i | -15.7 | i | i | i | -26.3 | -5.3 | i
Cc1ccc(-c2cn3cccnc3n2)cc1NC(=O)c1c(-c2ccccc2Cl)noc1C | 0.3 | 5.3 | i | i | -13.4 | i | i | i | 4.2 | 12.6 | i
Cn1c(=O)n(C)c2cc(S(=O)(=O)Nc3ccccc3)ccc21 | -0.3 | 1.8 | i | i | 7.6 | i | i | i | -4.6 | -3.5 | i
CCCOc1ccc(C2C(C(=O)c3ccc(C)o3)=C(O)C(=O)N2CCCn2ccnc2)cc1 (stereo not drawn) | 1.4 | -0.1 | i | i | 0.8 | i | i | i | -25.1 | -1.2 | i
CCOC(=O)C1=C(c2ccccc2)NC(=S)NC1c1ccc(C)c([N+](=O)[O-])c1 (stereo not drawn) | -0.5 | 3.3 | i | i | 20.1 | i | -4.89* | i | 2.8 | -0.1 | i
CN(C)C(=O)N1CCC(C(=O)NCc2ccc(F)cc2)CC1 | -0.2 | 0.1 | i | i | 14.8 | i | i | i | -27.4 | -2.3 | i
NC(=O)c1ccsc1NC(=O)CS(=O)(=O)c1ccc(Cl)cc1 | -0.2 | 3.3 | i | i | -12.8 | i | i | i | -18.5 | -11.5 | i
CCC(=O)N1CCCc2cc(S(=O)(=O)CCC(=O)Nc3ccccc3C)ccc21 | 0.3 | 3.4 | i | i | 4.0 | i | i | i | -20.3 | -4.5 | i
C=CCn1c(O)c(N=NC(=O)c2ccc3c(c2)OCO3)c2ccccc21 | 0.0 | -1.5 | i | i | -26.6 | i | i | i | -19.7 | -8.8 | i
COc1cc(NS(=O)(=O)c2ccc3c(c2)C(C)(C)C(=O)N3C)cc(OC)c1 | 0.0 | 5.1 | i | i | -4.3 | i | i | i | -7.0 | -3.8 | i
COc1cccc(CNC(=O)C2CCCN(c3nc4ccccc4o3)C2)c1 (stereo not drawn) | 0.0 | -7.8 | i | i | 27.4 | i | i | i | -37.4 | 0.0 | i
N/C(=N\OC(=O)Cc1ccc(-c2ccccc2)cc1)c1cccnc1 | -0.1 | 8.0 | i | i | -19.3 | i | i | i | 1.7 | 3.8 | i
O=C(Nc1ccccc1)c1ccc2nsnc2c1 | 1.3 | -3.4 | i | i | -118.9 | i | i | i | -41.7 | 3.2 | i
CC(CC(=O)NCc1ccc(Cl)cc1)c1ccccc1 (stereo not drawn) | -0.1 | 1.1 | i | i | 1.4 | i | i | i | -20.2 | -1.7 | i
O=[N+]([O-])c1ccc(NCCCN2CCOCC2)c([N+](=O)[O-])c1 | -0.4 | 2.5 | i | i | -2.2 | i | i | i | 6.5 | -3.6 | i

More compounds follow:
SMILES | HIF act | IEC-6 cytotox | TRPC4 potent | TRPC6 activator | aSyn UTR inh | TRPC6 inhibitor | MrgX1 antagonist | TRPC4 inh | KLF5 inh | SKKanGAS inh | TRPC4 agonist
O=C(COc1ccccc1Cl)N1CCN(C(=O)c2ccco2)CC1 | -1.1 | 1.1 | i | i | -5.7 | i | i | i | -12.0 | 10.7 | i
CC1CCC(NS(=O)(=O)c2ccc(N3CCCC3=O)cc2)CC1 (stereo not drawn) | 0.2 | 0.2 | i | i | 7.2 | i | i | i | -23.8 | -0.2 | i
Cc1ccc(CCNS(=O)(=O)c2ccc3c(c2)NC(=O)C(C)C(=O)N3)cc1 (stereo not drawn) | 0.0 | -2.4 | i | i | 7.4 | i | i | i | -22.5 | -8.5 | i
CCOc1ccccc1NC(=O)CSc1nnc2ccc(-c3ccccn3)nn12 | -0.5 | nt | i | i | 6.8 | i | i | i | nt | -2.8 | i
CCCCN1Cc2c(nc3cc(-c4ccco4)[nH]n3c2=O)C1=O | -0.6 | -2.9 | i | i | -1.0 | i | i | i | -5.6 | 7.6 | i
